Bioassay records as filed in PubChem.
RmlC RmlD mix = RmlC and RmlD coupled enzyme inhibitors, primary screen, biochemical, 384-well, compound mixtures, retest; RmlC/RmlD coupled enzyme inhibition, 384-well mixture HTS; inhibition, % at 5.5 µM; actives 0.39% (n = 110,000); AID 1532, 2009; in the data active means inhibition above about 30%, passing the limit was not always enough; further: strong numbers were not always called active
RT RNaseH block = HIV-1 RT RNase H inhibitors, primary screen, biochemical, fluorescence; Gag-Pol polyprotein (Human immunodeficiency virus type 1 group M subtype B (isolate …; RT-RNase H RNA/DNA duplex cleavage; inhibition, % at 10 µM; actives 1.9% (n = 65,000); in the data active means inhibition above about 50%
* = called active by the depositor; . = not tested or not shown. Only part of the results is shown (hit frequency here may not be typical).

SMILES	RmlC RmlD mix	RT RNaseH block
Cc1ccc(NC(=O)CN2C(=O)NC3(CCC(C)CC3)C2=O)c(Cl)c1 (stereo not given)	-9	2
COC(=O)c1cccc(S(=O)(=O)N2CCN(c3nc4ccccc4s3)CC2)c1	-9	-3
O=c1c2cc3ccccc3n2cnn1Cc1ccccc1F	-18	-61
CC(=O)CCCCn1cnc2c1c(=O)n(C)c(=O)n2C	-5	.
CC(C)C(=O)Nc1nnc(CCN2CCOCC2)s1	-11	.
O=C(CSc1ncnc2c1oc1ccccc12)OCc1ccccc1	-10	-20
O=C(OCc1cccc2ccccc12)C1CC(=O)N(c2ccccc2)C1 (stereo not given)	-40	.
O=C(Nc1nnc(CCN2CCCCC2)s1)C1CCCCC1	6	4
O=C(NCc1ccco1)c1cc(-c2cccc(Cl)c2)on1	10	33
Cc1cccnc1NC(=O)Nc1cccs1	8	.
O=C(CCNc1ccc(F)c(Cl)c1)c1ccco1	6	-15
COC(=O)c1ccc(COn2c(=O)c(C)[n+]([O-])c3ccccc32)cc1	4	.
COC(=O)C(NC(=O)c1ccc(C)cc1)(Nc1cccc(C)n1)C(F)(F)F (stereo not given)	-14	.
Cc1c(C(=O)N2CCC3(CC2)OCCO3)sc2ncnc(N(C)c3ccccc3)c12	-8	-1
COc1cccc(C2NC(c3cccc(OC)c3O)C(C)C(=O)C2C)c1O (stereo not given)	4	.
O=C(c1ccc(-c2ccccc2)cc1)c1ccccc1C(=O)N1CCOCC1	-8	.
Cc1cccc(-c2c3c(=O)n(C)c(=O)n(C)c3cn2C(C)C)c1	-11	-7
COCCNC(=O)c1sc2nc(-c3ccccc3)cn2c1C	.	-10
CC1=C[C@@H](C)[C@@H](c2ccccc2)OC1=O	-11	.
CCN(CC)CCCN1C(=O)C(=O)/C(=C(/O)c2ccc3c(c2)CC(C)O3)C1c1cccnc1 (stereo not given)	.	0
CC(NC(=O)CNC(=O)OCc1ccccc1)C(=O)N1CC(O)CC1C(=O)OCc1ccccc1 (stereo not given)	1	66*
COC(=O)C1=C(c2ccc(S(C)(=O)=O)cc2)C[C@@H]2CC[C@H]1N2C(=O)NCc1ccc(F)cc1	7	.
CCOC(=O)N(C)c1ccc(C(O)(C(F)(F)F)C(F)(F)F)cc1	-10	1
CC(C)(C)C1=C(C#N)C(c2cc3c(cc2Br)OCO3)C(C#N)=C(N)O1 (stereo not given)	-29	-8
COc1ccc(CN(Cc2ccco2)S(=O)(=O)c2ccc(S(=O)(=O)N3CCCC3)cc2)cc1	-12	.
Cc1ccc2c(c1)c1c3n2CCN(C(=O)C2CC2)C3CCC1 (stereo not given)	-10	1
CCn1c(=O)cc(SCC(=O)NCCCN2CCN(c3ccc(F)cc3)CC2)c2ccccc21	4	66*
Cc1ccc(SC(C)C(=O)N2CCCC2)cc1 (stereo not given)	7	-4
C=CCN1C(=O)c2ccccc2Sc2ccc(C(=O)N3CCC4(CC3)OCCO4)cc21	3	.
COC(=O)CSc1cc(C)nc(SC)n1	-2	.
CCCCS(=O)(=O)/C=C/[C@H]1[C@H](S(=O)(=O)CCCC)[C@H]2C=C[C@@H]1C2	-22	.
CC1C=CCC2C(=O)N(c3cccc(C(=O)N4CCCCCC4)c3)C(=O)C12 (stereo not given)	13	-1
CCC(CC)C(=O)Nc1c2c(nn1-c1ccc(OC)cc1)CS(=O)C2 (stereo not given)	17	1
Cc1cc(C(=O)CCC(=O)N2CCN(S(=O)(=O)c3cccs3)CC2)c(C)s1	.	-3
CCCOP(=O)(c1ccc(N(C)C)cc1)C(O)c1cc(OC)c(OC)c(OC)c1 (stereo not given)	9	1
CCC(C)(C)n1nnnc1C(c1ccc(C)cc1)N1CCN(Cc2ccc3c(c2)OCO3)CC1 (stereo not given)	8	.
O=C1c2c(O)cc(O)cc2O[C@H](c2ccc(O)c(O)c2)[C@H]1O	-13	.
Cn1c(C(=O)OCC(=O)NCc2cccs2)cc2sccc21	1	10
CCC(=O)NC(=Nc1nc2ccccc2s1)NC(=O)CC	4	-21
CCOc1cc(NC(=S)NCCCN2CCOCC2)c(OCC)cc1NC(=O)CC(C)C	-15	.
CCOc1cc(CNc2ccc3c(c2)OCCO3)cc(Br)c1OCC(N)=O	14	.
Cc1ccc(OC(=O)c2ccc(Br)o2)cc1	10	.
Cc1ccc2c(c1)cc(CN(Cc1cccnc1)C(=O)NCc1ccccc1)c1nnnn12	-7	.
Cc1cc2c(cc(C(=O)O)n2C)s1	-12	1
CCCCC1(Cc2ccc([N+](=O)[O-])cc2)C(=O)N(c2ccccc2)N(c2ccccc2)C1=O	0	.
COc1cc(C2C(C#N)=C(N)Oc3cc(C)n(Cc4ccccn4)c(=O)c32)cc2c1OCO2 (stereo not given)	.	4
O=C1O/C(=C\C(=O)N2CCOCC2)c2ccccc21	8	5
Cc1nc(C(=O)NC2CCOCC2)sc1C1(C)CC(c2ccccc2)=NO1 (stereo not given)	5	.
O=C(C1=C[C@@H](c2ccc3c(c2)OCO3)C[C@@H](OCCCCO)O1)N1CCOCC1	8	.
Nc1nnc(SCc2ccc(F)cc2Cl)s1	-6	-74
CCO[C@@H]1OC(C(=O)Nc2ccccc2)=C[C@H](C2CC2)[C@H]1CCCO	-10	.
CCCC(c1nnnn1CCOC)N1CCN(C(=O)c2ccco2)CC1 (stereo not given)	-10	-7
O=C(Nc1cccc(F)c1)C1CCN(C(=O)Cc2ccccc2)CC1	4	3
O=S(=O)(N1CCCCC1)N1CCNCC1	12	.
COc1ccc(-c2nnc(SCC(=O)c3ccc(C)o3)o2)cc1	5	18
COc1cc(C2NC(=O)NC(C)=C2C(=O)OCC2CCCO2)ccc1O (stereo not given)	6	-11
Cc1ccc(C(CC(=O)N2CCOCC2)c2ccco2)cc1 (stereo not given)	7	-2
Cc1cc(NC(=O)COC(=O)CSc2nc3cc(Cl)ccc3n2Cc2ccccc2)no1	-11	27
Cc1c(NC(=O)C2CC=CCC2C(=O)O)c(=O)n(-c2ccccc2)n1C (stereo not given)	3	-9
Cc1ccc(-n2c(SCc3cn4ccsc4n3)nc3ccccc3c2=O)cc1	7	-27
(continued)
SMILES	RmlC RmlD mix	RT RNaseH block
CN1[C@@H]2CC[C@H]1CC(OC(=O)C1C=Nc3ccccc31)C2 (stereo not given in full)	6	0
CC(C)Oc1cc(O)c2c(=O)c(-c3ccc(O)cc3)coc2c1	-10	-20
COCCNC(=O)NC(=O)COC(=O)C12CC3CC(CC(NC(C)=O)(C3)C1)C2	-7	-2
Cc1csc(NC(=O)CCNS(=O)(=O)c2ccc3c(c2)c(=O)n(C)c(=O)n3C)n1	8	1
CCOC(=O)c1sc(C)c2c1NC(c1ccc(Cl)cc1)NC2=O (stereo not given)	6	.
COC(=O)CCCC1=CC2=C(c3ccccc3)C(=O)C(C)(OC(=O)C3CCCC3)C(=O)C2=CN1C(CO)CO (stereo not given)	12	.
Cc1c(C(=O)N2CCCCC2)sc(NC(=O)C23CC4CC(CC(C4)C2)C3)c1C#N	-10	.
CN(CCCNC(=O)c1cccc(N2CCCC2=O)c1)c1ccccc1	10	-10
COc1ccc(N2C(=O)CC(NCc3cccs3)C2=O)cc1 (stereo not given)	-15	1
CNc1oc(C)nc1S(=O)(=O)c1ccccc1	-21	-7
COc1cc(-c2nnc3sc(Cc4ccccc4)nn23)cc(OC)c1OC	4	10
Cc1ccc(-c2nn(-c3ccccc3)cc2CN(Cc2ccccc2)C(=O)c2ccco2)o1	177	.
COc1cc2c3c([nH]c2cc1F)C(=O)NCC3	-8	.
C#CCNC(=O)C1=C[C@@H](c2ccc3c(c2)OCO3)[C@H](CCCO)[C@@H](OCC)O1	-10	.
CC(=O)CSc1nc(C(F)(F)F)cc(=O)n1-c1ccccc1	-10	.
CCc1ccc(NC(=S)N2CCN(c3cccc(C(F)(F)F)c3)CC2)cc1	7	.
O=C(c1cc(-c2cccc(O)c2)on1)N1CCCCC1	9	-2
N#C/C(=C\c1ccc(-c2ccccc2)o1)C(=O)Nn1cnnc1	-5	.
Cc1nc2c(C)cccn2c1/C(O)=C1\C(=O)C(=O)N(CCN2CCOCC2)C1c1cccs1 (stereo not given)	1	.
COc1ccc(NC(=O)C(NC(C)=O)C(=O)NCc2ccc(F)cc2)cc1 (stereo not given)	4	.
COC(=O)C1=C(c2ccc(S(C)(=O)=O)cc2)C[C@@H]2CC[C@H]1N2C(=O)N1CCC(C)CC1	7	.
CC(C)N=C(NC#N)SCc1ccccc1F	-10	-28
O=c1c2ccccc2nc2n1C(CSCc1ccc(Cl)cc1Cl)CS2 (stereo not given)	-15	.
CC(C)c1cc(C(=O)N2CCN(C(c3ccccc3)c3ccccc3)CC2)no1	.	74*
COc1ccc(N2CC(C(=O)OCC(=O)c3cccc(OC)c3)CC2=O)cc1 (stereo not given)	19	-10
CCOC(=O)c1ccc(N2CC(O)=C(c3nc4ccccc4c(=O)[nH]3)C2=N)cc1	-4	19
Cc1ccnc(NC(=O)CSc2cc(=O)n(C)c3ccccc23)c1	9	-32
CCOc1cc2c3c(c1)C1(OCCO1)C(=O)N3C(C)(C)CC2C (stereo not given)	-13	-7
CCCC(=O)NC(C)c1nc2ccccc2n1CC (stereo not given)	-2	-11
CC(C)c1ccc(-c2nn(-c3ccccc3)cc2C2C(C#N)=C(N)OC3=C2C(=O)CC(C)(C)C3)cc1 (stereo not given)	-15	.
CCOc1ccccc1NC(=O)Nc1c(C)n(-c2ccccc2)c(=O)n1C	5	.
NC(=O)CC(NC(=O)Cc1cccc2ccccc12)c1ccc(NCCc2ccccc2F)c([N+](=O)[O-])c1 (stereo not given)	-3	.
COc1ccc(C(c2nnnn2Cc2ccc(F)cc2)N2CCN(c3ccccc3)CC2)cc1 (stereo not given)	-10	-5
COc1ccc(OC)c2sc(NC(=O)C3COc4ccccc4O3)nc12 (stereo not given)	-9	2
C=CCC1(O)CC(c2ccco2)NC(c2ccco2)C1CCC (stereo not given)	-7	.
O=C(O)c1ccc(S(=O)(=O)c2ccc3c(c2)C(=O)N(CC2CCCO2)C3=O)cc1 (stereo not given)	-10	-1
C=CCn1c(-c2ccc(S(=O)(=O)N3CCOCC3)cc2)csc1=Nc1ccccc1	-25	.
COCCNC(C)C(=O)C12CC3CC(CC(C3)C1)C2 (stereo not given)	-1	2
Cc1scc(C(=O)N/N=C/c2ccco2)c1C	9	.
CCOC(=O)c1c(C)oc2c1c(C(c1ccccc1)N1CCOCC1)c(O)c1ccccc12 (stereo not given)	4	.

Given with two lines to a compound: 18 of the compounds above
Every second line gives: RmlC RmlD mix | RT RNaseH block
CC(C)N=C(NC#N)SCc1ccccc1F
    -10 | -28
O=c1c2ccccc2nc2n1C(CSCc1ccc(Cl)cc1Cl)CS2 (stereo not given)
    -15 | .
CC(C)c1cc(C(=O)N2CCN(C(c3ccccc3)c3ccccc3)CC2)no1
    . | 74*
COc1ccc(N2CC(C(=O)OCC(=O)c3cccc(OC)c3)CC2=O)cc1 (stereo not given)
    19 | -10
CCOC(=O)c1ccc(N2CC(O)=C(c3nc4ccccc4c(=O)[nH]3)C2=N)cc1
    -4 | 19
Cc1ccnc(NC(=O)CSc2cc(=O)n(C)c3ccccc23)c1
    9 | -32
CCOc1cc2c3c(c1)C1(OCCO1)C(=O)N3C(C)(C)CC2C (stereo not given)
    -13 | -7
CCCC(=O)NC(C)c1nc2ccccc2n1CC (stereo not given)
    -2 | -11
CC(C)c1ccc(-c2nn(-c3ccccc3)cc2C2C(C#N)=C(N)OC3=C2C(=O)CC(C)(C)C3)cc1 (stereo not given)
    -15 | .
CCOc1ccccc1NC(=O)Nc1c(C)n(-c2ccccc2)c(=O)n1C
    5 | .
NC(=O)CC(NC(=O)Cc1cccc2ccccc12)c1ccc(NCCc2ccccc2F)c([N+](=O)[O-])c1 (stereo not given)
    -3 | .
COc1ccc(C(c2nnnn2Cc2ccc(F)cc2)N2CCN(c3ccccc3)CC2)cc1 (stereo not given)
    -10 | -5
COc1ccc(OC)c2sc(NC(=O)C3COc4ccccc4O3)nc12 (stereo not given)
    -9 | 2
C=CCC1(O)CC(c2ccco2)NC(c2ccco2)C1CCC (stereo not given)
    -7 | .
O=C(O)c1ccc(S(=O)(=O)c2ccc3c(c2)C(=O)N(CC2CCCO2)C3=O)cc1 (stereo not given)
    -10 | -1
C=CCn1c(-c2ccc(S(=O)(=O)N3CCOCC3)cc2)csc1=Nc1ccccc1
    -25 | .
COCCNC(C)C(=O)C12CC3CC(CC(C3)C1)C2 (stereo not given)
    -1 | 2
Cc1scc(C(=O)N/N=C/c2ccco2)c1C
    9 | .

Next structures follow.
SMILES	RmlC RmlD mix	RT RNaseH block
CCOc1ccc(NC2=NC(C(=O)NCc3ccccc3)CC(=O)N2)cc1 (stereo not given)	1	-3
Cc1cccc(NS(=O)(=O)c2c(C)n[nH]c2C)c1	-11	.
COc1ccc(CNc2nc(NCc3ccc(OC)cc3)n(C(=O)c3ccccc3[N+](=O)[O-])n2)cc1	6	.
COc1ccc(OC)c(C2=NOC(C(=O)Nc3ccccc3SC)C2)c1 (stereo not given)	-7	.
Cc1ccc(NCc2nnc(SCC(=O)N3CCc4ccccc43)n2C)cc1	-8	-9
CCc1nnc(NC(=O)C(NS(=O)(=O)c2ccc3c(c2)OCCO3)C(C)C)s1 (stereo not given)	-25	-11
Cc1ccc(O)c(-c2cc(-c3ccccc3C)[nH]n2)c1	.	-22
COc1ccc(C2C(C(=O)Nc3ccc4c(c3)OCCO4)c3ccccc3C(=O)N2C)cc1 (stereo not given)	-10	.
CCOC(=O)c1sc(NC(=O)/C=C/c2cnn(CC)c2C)c(C(=O)OCC)c1C	-45	.
CNC(=O)CC(C(=O)O)c1ccc(OCC(C)C)cc1 (stereo not given)	.	-5
CCN(CC)c1ccc(C(=O)OCC(=O)NC2CCCCC2C)cc1 (stereo not given)	4	.
CCOC(=O)N1CCN(Cc2oc(CO)cc(=O)c2O)CC1	7	-9
Cc1c(C(=O)O)oc2ccc(S(=O)(=O)N(CC(C)C)CC(C)C)cc12	-16	-1
Clc1ccc(-c2onc3c2CCCC3)cc1	-13	.
CCCn1c(=O)c2ccccc2n2c(SCC(=O)NCc3cccs3)nnc12	-11	4
NC(=O)c1ccc([N+](=O)[O-])cc1SCc1ccccc1	7	.
O=C(c1cccc(F)c1)n1nnc2ccccc21	18	-6
